Bioassay records as filed in PubChem.
TGFb SMAD3 inh: qHTS for Inhibitors of TGF-b. Potency, µM (top dose mostly 46.1 µM), without a hit: at the top dose activity, negative = inhibition, usual class: inhibitors. HepG2 CAGA-GFP TGF-b/SMAD3 reporter, GFP fluorescence, 18 h; TGF-beta stimulated, 500 pg/mL final. 410,000 compounds, 1.2% hits; further: potency means the concentration at half of the fitted maximal effect; on the % scale 0 is the no-effect control and ±100 the full control effect; nearly all actives have a fitted effect of over 65% in size
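TGF-beta reporter screen: HEPG2 CAGA-GFP, 1% FBS, 500 pg/mL TGF-beta final, 18 h; per-cell GFP summed per well; curves fitted and categorized by class.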
Mm-Cpn inhibitor: Inhibitors of TCP-1 ring complex (TRiC) of Methanococcus maripaludis (MmCpn): qHTS | purified Mm-Cpn ATPase, ADP Transcreener TR-FRET | Potency, µM (doses to about 76.9 µM), inactives show at the top dose activity, negative = inhibition, actives largely listed as inhibitors | 330,000 compounds, 0.031% hits | AID 504842, 2011; further: potency means the concentration at half of the fitted maximal effect; on the % scale 0 is the no-effect control and ±100 the full control effect; nearly all actives have a fitted effect of over 80% in size
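Eu-cryptate anti-ADP/ADP-d2 competition gives a ratio inversely related to ADP. Enzyme at 25 nM was pre-exposed to compound for 10 min, then given 10 uM ATP for 30 min, 37°C throughout.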
Akt phos inh: HTS Assay for Inhibitors of Akt Phophorylation: Primary Screen. Neuro2A IGF-stimulated pAkt S473 HTRF, 20 min; hits give low values. activity change, % for hits at 50 µM. 360,000 compounds, 0.32% hits. AID 651550, 2012; in the data active means activity change below about -80%; inconclusive means mostly about -51% to -80%; further: on the % scale 0 is the no-effect control and ±100 the full control effect
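Neuro2A cells in DMEM with 0.5% FBS, overnight at 37 deg C, given compound at single 50 µM final, then IGF (6 nM final) for 20 min at 37 deg C. Lysed; phospho-Akt Ser473 by HTRF after 24 h, 665/615 ratio.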
CCT chaperon mod: High-Throughput Screening for Modulators of Cytosolic Chaperonin Activity. activity change, % (test concentration not listed), hits read low. AID 651819, 2012. 360,000 compounds, 0.3% hits. purified chaperonin ATPase assay, HTRF ADP detection, 30 min; in the data active means activity change below about -30%; further: on the % scale 0 is the no-effect control and ±100 the full control effect
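Enzyme 40 or 20 nM (batch-dependent) in Tris pH 7.4/KCl/MgCl2/DTT; cpd 76 uM single point; ATP 10 uM; 30 min 37 °C; Transcreener ADP HTRF detection, 30 min RT; ratio 665/615.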
ATXN viability: Viability Counterscreen for Primary qHTS for Inhibitors of ATXN expression; S2 cells (HEK-293 line with an ATXN2-luciferase reporter) viability, CellTiter-Fluor protease fluorescence, 24 h; Potency, µM (highest dose often 56.7 µM), actives largely listed as cytotoxic; 400,000 compounds, 0.49% hits; further: potency means the concentration at half of the fitted maximal effect; nearly all actives have a fitted effect of over 40% in size
Nrf2 ARE act: qHTS of Nrf2 Activators; AREc32 ARE-luciferase reporter (MCF7-derived line), luminescence, 24 h; Potency, µM (titrated, usually from 46.1 µM), for inactives: at the highest dose activation, hits mostly activators; 410,000 compounds, 0.31% hits; AID 624171, 2012; further: potency means the concentration at half of the fitted maximal effect; % of control where 0% means no effect; nearly all actives have a fitted effect of over 65% in size
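ARE activation measured as luciferase luminescence (Steady-Glo, 30 min RT) in AREc32_Fluc cells after 24 hr compound exposure at 37 deg C, 5% CO2; cells seeded overnight at 1000/well in OPTI-MEM, 5% FBS.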
HepG2 tox: qHTS for Inhibitors of TGF-b: Cytotox Counterscreen; HepG2 CAGA-GFP viability, ATP luminescence, 18 h; Potency, µM (top dose mostly 46.1 µM), inactives show at the highest dose activity change, negative = cytotoxicity, hits mostly cytotoxic; 410,000 compounds, 0.76% hits; AID 588856, 2011; further: potency means the concentration at half of the fitted maximal effect; some results filed as inactive show a strong effect at the top dose
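HepG2 CAGA-GFP cells (1000/well, DMEM with 1% FBS) received compound, then TGF-beta at 500 pg/mL final, and were incubated 18 hours at 37 degrees C. Viability was read by CellTiter-Glo luminescence. Media-only wells were set as complete cell-killing and DMSO as no toxicity.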
Nrf2 block: Nrf2 qHTS screen for inhibitors. A549 ARE-Fluc reporter, luciferase luminescence, 18-24 h. Potency, µM (series often up to 46 µM), for inactives: top-dose activity change, negative = inhibition, actives largely listed as inhibitors. 360,000 compounds, 2.1% hits; further: potency means the concentration at half of the fitted maximal effect; on the % scale 0 is the no-effect control and ±100 the full control effect; nearly all actives have a fitted effect of over 60% in size
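Cells were seeded and rested 2 h, then exposed to compounds for 18-24 h. CellTiter-Fluor was read first as a viability measure. BugLite was added 15 min before the final luminescent read of ARE-luciferase activity in A549 cells.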
A549 tox: Nrf2 qHTS screen for inhibitors: counterscreen for cytotoxicity. A549 ARE-Fluc cells, CellTiter-Fluor viability, 18-24 h. Potency, µM (series often up to 46 µM), inactives show at the top dose activity change, negative = cytotoxicity, usual class: inhibitors. 390,000 compounds, 0.16% hits; further: potency means the concentration at half of the fitted maximal effect; on the % scale 0 is the no-effect control and ±100 the full control effect
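Cytotoxicity counterscreen: CellTiter-Fluor fluorescence was measured in A549 ARE_Fluc cells after 18-24 h of compound exposure in a concentration series. The subsequent BugLite luminescent read reports ARE-luciferase activity.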
The depositor's hits bear a star; i = inactive; ? = inconclusive; / = no result given; & = joins results of further samples; [ ] = another dose, or the depositor's remark. Unless noted, the call rests on the fitted dose curve; in most records, active means well fitted curve in the direction sought with a large enough effect; inconclusive means small, poorly fitted or top-dose-only effect, or another doubt; inactive means no such curve, though single readings can be large; an effect the other way counts as inactive or inconclusive.

SMILES | TGFb SMAD3 inh | Mm-Cpn inhibitor | Akt phos inh | CCT chaperon mod | ATXN viability | Nrf2 ARE act | HepG2 tox | Nrf2 block | A549 tox
Cc1ccc(S(=O)(=O)NNC(=O)c2ccncc2)cc1[N+](=O)[O-] | -1% | 0% | i | -2.5 | ? | 9.0% | -24% | 13% | -11%
CCc1ccc(NCc2cc3cc4c(cc3n(CC(=O)Nc3ccc(OC)cc3)c2=O)OCO4)cc1 | -3% | / | / | / | i | 1.3% | -20% | / | -1%
CC(C)(C)C1CCN2CCCC(c3ccc([N+](=O)[O-])cc3)(C1)C21OCCO1 (stereo unspecified) | / | / | i | -0.9 | i | 3.2% | / | / | /
Cc1ccc(Nc2ccc(-n3ccnc3)nn2)cc1C | 7% | -4% | i | 0.7 | i | 5.2% | 8% | -2% | 1%
Cc1ccc2c(C)c(C(=O)N(Cc3ccncc3)CC3CCCO3)oc2c1C (stereo unspecified) | -24% | 0% | i | -2.0 | i | 5.3% | -10% | -2% | 1%
COc1cccc(CNCCSc2nnnn2C)c1OCc1ccccc1Cl | ? | / | / | / | i | 6.2% | -33% | -11% | -7%
Cn1nnc2c[n+](CC(=O)c3ccc4ccccc4c3)cc(Br)c21 | ? | -2% | i | 3.2 | ? | ? | -70% | -24% | -20%
Cc1cc(NC(=O)COC(=O)c2cnccn2)ccc1Br | 5% | 0% | i | 0.7 | i | -0.1% | 1% | 10% | 0%
COc1ccc(/C=N/NC(=S)Nc2ccccc2)cc1COc1ccc(F)cc1 | -1% | -3% | i | -0.4 | i | -0.7% | 3% | -25% | 0%
Cc1cccc(C(CC(=O)N2CCCC2)c2ccccc2)c1O (stereo unspecified) | 2% | 0% | / | -2.7 | i | 2.6% | 8% | -4% | -3%
Cc1cccnc1NC(=S)NC(=O)c1cncc(Br)c1 | -24% | -2% | i | -0.1 | i | 3.3% | -2% | / | -3%
COCCn1nnnc1CN1CCOCC1 | 10% | -3% | i | -2.6 | i | 0.2% | -9% | 9% | -3%
O=C(NCCn1cc(SCc2ccccc2Cl)c2ccccc21)c1cccs1 | ? | / | / | / | ? | -0.4% | -31% | 16µM* | -2%
Cc1ccc(S(=O)(=O)N2CCOCC2)cc1NC(=O)Cn1nnc(-c2ccccc2)n1 | -1% | / | i | -1.9 | i | -0.6% | -7% | / | /
COc1cccc(NC(=O)CCC2CCN(C(=O)c3cccc(NC(C)=O)c3)CC2)c1 | -12% | 0% | i | -1.0 | i | -0.6% | 0% | -2% | -10%
O=C(O)c1ccc(NC2=C(N3CCOCC3)C(=O)c3ccccc3C2=O)cc1 | -6% | -4% | i | -0.4 | i | 2.4%[9.22 µM] | -36% | 6% | -1%
Cc1ccc(/C=N/NC(=O)Cc2c(F)cccc2Cl)s1 | 10% | 1% | i | -3.0 | i | 0.3% | 1% | ? | 1%
c1cncc(CNc2ncnc3ccc(-c4ccc5c(c4)OCCO5)cc23)c1 | 0% | 1%&0% | / | / | i | 3.7% | -17% | 0% | 7%
Cc1ccc(S(=O)(=O)N2CCOC23CCN(C(=O)C(=O)NCCC(C)C)CC3)cc1 | -3% | 0% | i | -1.1 | i | 0.2% | 9% | 5% | -7%
CCN(CC(=O)Nc1cccc(F)c1)CC(=O)Nc1ccccc1OC | -2% | -2% | i | 1.1 | i | 0.3% | -11% | -14% | 0%
CC(C)Cc1nc(SCC(=O)NCc2ccccc2)n[nH]1 | 0% | 2% | i | 2.5 | i | -0.4% | -7% | / | 4%
O=C(COc1ccccc1)NCC(=O)N/N=C/c1cc(Br)ccc1OCc1ccccc1 | -4% | -3% | i | -1.0 | i | 3.6% | 7% | -16% | 5%
COc1ccc(C(=O)CSc2ncn[nH]2)cc1OC | ? | 0% | i | 1.0 | i | 2.2% | -16% | ? | -2%
COc1ccc(C2N(c3cc(Cl)ccc3OC)C(=O)C3CCCN32)c(OC)c1 (stereo unspecified) | 3% | 3% | i | 1.4 | i | -1.1% | 4% | 10% | 0%
CC1CCC2(CC1)NC(=O)N(CC(=O)N1CCN(c3ccccc3)CC1)C2=O (stereo unspecified) | 0% | 2% | i | 0.0 | i | -0.5% | 3% | -11% | 0%
COc1ccc(-c2ccc(=O)n(CC(=O)Nc3cccc(O)c3)n2)cc1OC | 1% | -1% | i | 0.4 | i | 0.3% | -1% | 8% | -2%
COC(=O)c1cn(C(=O)c2ccc(OC)c(OC)c2)c2ccccc12 | 16% | 1% | i | 0.4 | i | -0.1% | 6% | -12% | -5%
CNC(=S)N/N=C/c1ccccc1Cl | 6% | -2% | i | -0.7 | i | 3.1% | 4% | 8% | -4%
COc1ccc(C(CNC(=O)c2ccc(OCc3c(C)noc3C)cc2)N2CCCC2)cc1 (stereo unspecified) | 4% | -6% | i | 1.7 | i | 14% | -24% | 5% | -5%
O=C(OCCN1C(=O)c2ccccc2C1=O)c1cccc(OC(F)F)c1 | -3% | 1% | i | 0.8 | i | -0.2% | 14% | / | 10%
CC(NC(=O)Cn1cnnn1)c1cccc(C(F)(F)F)c1 (stereo unspecified) | 6% | 0% | i | 0.1 | i | -0.3% | 8% | -4% | -7%
O=C(Nc1ncnc2nc[nH]c12)c1ccccc1 | 1%&11% | / | / | / | / | / | 0%&7% | 16%&0% | 5%&-3%
CN1C/C(=C\c2ccc(N3CCOCC3)cc2)C(=O)/C(=C/c2ccc(N3CCOCC3)cc2)C1 | 0% | -2% | i | -0.8 | ? | 11µM* | -25% | 12% | -11%
CCOCCn1c2ccccc2c2nc3ccccc3nc21 | 8% | -3% | i | 1.2 | i | 3.9% | -2% | 13% | -1%
O=S(=O)(Nc1ccc(N2CCCCC2)cc1)c1ccc(F)cc1 | -30% | 0% | i | -1.2 | i | 0.8% | -49% | -3% | 2%
CCCCn1c(CN2CCN(C(=O)c3ccco3)CC2)nc2c1c(=O)n(C)c(=O)n2C | 7% | 0% | i | 1.0 | i | 2.9% | 3% | -7% | -4%
COc1cccc(CN(C)CC(=O)NCc2ccc(F)cc2)c1OC | 0% | -1% | i | -1.5 | ? | -0.1% | 0% | -9% | 1%
COC(=O)c1cccc(S(=O)(=O)N2CCC(n3nnc4cc(F)ccc43)CC2)c1 | -31% | -4% | i | -4.9 | i | 2.4% | -45% | -9% | 6%
CC(C)C[C@H](NC(=O)c1nc[nH]c1C(=O)N[C@@H](CC(C)C)C(=O)OC(C)(C)C)C(=O)OCc1ccccc1 | ? | -2% | i | -11 | ? | 3.4% | -33% | ? | ?
Cc1c(CCC(=O)NCCC(=O)O)c(=O)oc2cc3occ(-c4ccccc4)c3cc12 | 0% | -3% | i | 0.1 | i | -0.6% | -26% | ? | 1%
CC(C)CNc1nc(S(=O)(=O)c2ccccc2)c(Cl)s1 | -6% | 1% | i | 1.5 | i | 3.7% | -8% | ? | -8%
CCn1c(SCc2nc3ccccc3c(=O)[nH]2)nnc1C(C)NC(=O)c1ccccc1F (stereo unspecified) | 10% | 3% | i | -2.6 | i | -0.5%[9.22 µM] | -2% | -29% | 1%
COc1cccc(NC(=O)c2cccnc2)c1 | -3% | 0% | i | -0.4 | i | -0.2% | -19% | ? | -5%
O=c1c2[nH]c3ccc(F)cc3c2ncn1CCCn1ccnc1 | -20% | 0% | / | -1.4 | i | 3.6% | -21% | 19% | -3%
O=C(NC(Cc1ccc(F)cc1)C(=O)O)c1ccccc1 (stereo unspecified) | -3% | 0% | i | -2.9 | i | -1.4% | 0% | -7% | -7%
COc1ccc(S(=O)(=O)N(Cc2ccccc2)c2ccccc2C(=O)N2CCOCC2)cc1 | -2% | -1% | i | -2.5 | i | 0.0% | 1% | 20% | -17%
Cc1occc1C(=O)O/N=C(\N)c1ccc(Cl)cc1 | 0% | 1% | i | -2.9 | ? | 6.3µM* | -6% | ? | 3%
COc1ccc(Nc2ncnc3c2cnn3Cc2ccc(C)cc2)cc1 | ? | 1% | i | -1.0 | i | 0.4% | -21% | ? | -14%
CC(=O)c1ccc(NC(=O)C[n+]2cccc(C)c2)cc1 | -18% | -2% | i | 1.0 | i | -0.3% | -1% | -4% | -2%
Cc1cc(C)cc(C(=O)N2CC(C)SC2=Nc2cccc(S(=O)(=O)N(C)C)c2)c1 (stereo unspecified) | -9% | -2% | i | -3.1 | i | -0.7% | -15% | ? | -22%
O=C1S/C(=C\C=C\c2ccco2)C(=O)N1c1ccc(O)cc1 | 19% | 0% | i | -2.8 | i | ? | -12% | 12% | ?
CCc1ccc(CC)c(S(=O)(=O)Nc2ccc(O)c(C(=O)O)c2)c1 | -8% | -1% | i | -2.1 | i | -0.4% | -17% | 4% | 18%
Cc1cc(Cl)ccc1OCC(=O)N/N=C1\CCCc2ccccc21 | 16% | -1% | i | -1.2 | i | -0.7% | -18% | / | -1%

2 records picked at random from those above, as already listed:
SMILES | TGFb SMAD3 inh | Mm-Cpn inhibitor | Akt phos inh | CCT chaperon mod | ATXN viability | Nrf2 ARE act | HepG2 tox | Nrf2 block | A549 tox
COc1ccc(C(CNC(=O)c2ccc(OCc3c(C)noc3C)cc2)N2CCCC2)cc1 (stereo unspecified) | 4% | -6% | i | 1.7 | i | 14% | -24% | 5% | -5%
c1cncc(CNc2ncnc3ccc(-c4ccc5c(c4)OCCO5)cc23)c1 | 0% | 1%&0% | / | / | i | 3.7% | -17% | 0% | 7%

Rows are unselected; about 4.4% have a hit in one of these screens.
